ERAP1 inh – human ERAP1 aminopeptidase inhibitors, primary screen, biochemical, single point, plate reader. recombinant ERAP1, Leu-AMC fluorescence, 60 min. AID 652197, 2013. inhibition, % at 10.7 µM. 340,000 tested, 0.15% active. Endoplasmic reticulum aminopeptidase 1 (Homo sapiens), Q9NZ08;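 active = mean replicate inhibition of at least 30%, or all replicates individually reaching that 30% level; inactive = mean below 30% and not every replicate reaching it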;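 note: 0% = neutral control wells and 100% = L-leucinethiol positive control wells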
XiGFP reactiv – activators of inactive X chromosome reactivation, primary screen, imaging, XiGFP fibroblasts, GFP high-content imaging, set 2 | XiGFP mouse fibroblasts, % GFP-positive cells imaging, 3 d; cells co-treated with 5-aza-dC sensitizer; scaled so ellipticine positive control = 100% | activation, % at 7.58 µM | 360,000 tested, 0.055% active;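 active = mean normalized replicate activation at least 10% and every replicate at or above 10%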;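 note: 0% = median of on-plate neutral control wells and 100% = ellipticine 6 µM median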
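Material: XiGFP fibroblasts, SV40-immortalized. Buffer or medium: DMEM plus 5-aza-dC sensitizer. Compound: single concentration per compound, delivered by pin transfer. Times: 3 days compound exposure. Controls: ellipticine 6 µM.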
SIRT5 inh – SIRT5 desuccinylase inhibitors, primary screen, biochemical, fluorescence imaging, single point, set 5. 330,000 tested, 1.1% active. Purified SirT5, succinyl-peptide AMC, trypsin-coupled fluorescence. NAD-dependent protein deacylase sirtuin-5, mitochondrial (Homo sapiens), Q9NXA8. AID 652115, 2013. inhibition, % at 15 µM; in the data active = inhibition above about 15%
Target sequence (Q9NXA8 whole entry, looked up): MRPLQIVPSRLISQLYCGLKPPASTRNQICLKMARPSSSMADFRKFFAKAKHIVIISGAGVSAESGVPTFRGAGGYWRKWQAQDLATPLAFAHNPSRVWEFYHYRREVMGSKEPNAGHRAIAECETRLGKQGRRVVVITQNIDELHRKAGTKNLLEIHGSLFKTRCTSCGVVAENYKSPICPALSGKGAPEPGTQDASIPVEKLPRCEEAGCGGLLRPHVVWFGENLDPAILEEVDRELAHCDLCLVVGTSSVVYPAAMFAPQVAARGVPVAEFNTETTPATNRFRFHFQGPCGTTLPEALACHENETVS
LGR2 antag – inhibitors of bursicon-induced LGR2 CRE-luciferase signal, primary screen, cell-based, HEK293, CRE-luciferase reporter, bursicon stimulation. AID 720647, 2013. inhibition, % at 9.99 µM. Drosophila bursicon receptor LGR2 (rickets). bursicon-stimulated, 4 h. 380,000 tested, 0.35% active;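 active = drop in luminescence signal, shown as inhibition above about 50% in the replicate tests, limit read from the data, passing the limit was not always enough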;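 note: agonist challenge used bursicon conditioned medium at about half maximal strength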
Statin myotox sup – suppressors of statin myotoxicity in C2C12 myotubes, primary screen, cell-based, single point, plate reader; C2C12 myotubes + simvastatin, ATP luminescence, 48 h; scaled: DMSO 0, geranylgeraniol control 100; rescue of ATP level, % at 7.49 µM; 330,000 tested, 0.78% active; AID 602340, 2012;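 active = mean ATP rescue above about 67%, or every replicate alone reaching that limit, limit read from the data, passing the limit was not always enough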;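 note: myotubes were challenged with 10 µM simvastatin during compound exposure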
PGC1a acetyl inh – inhibitors of PGC1a acetylation signal, primary screen, cell-based, U2OS, AlphaScreen, inhibitor mode. inhibition, % at 15.6 µM. 350,000 tested, 0.17% active. AlphaScreen anti-acetyl-lysine; with virally co-expressed GCN5 acetyltransferase. AID 651687, 2012;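 active = every replicate shows inhibition of at least 40%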;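 note: 0% = neutral control wells and 100% = positive control wells; some results beyond the cut were filed as inactive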
S100A4 MyoIIA – inhibitors of S100A4-myosin IIA peptide binding, primary screen, biochemical, fluorescence polarization, TAMRA-MyoIIA peptide | inhibition, % at 10.7 µM | 360,000 tested, 0.14% active;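 active = mean inhibition of at least 70% across replicates, with every replicate also reaching that level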
Target sequence (P26447 whole entry, looked up): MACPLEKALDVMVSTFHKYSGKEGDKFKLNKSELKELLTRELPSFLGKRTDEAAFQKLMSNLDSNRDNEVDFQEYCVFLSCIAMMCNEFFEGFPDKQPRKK
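Test system: S100A4 monomer protein. Medium: HEPES buffer with Ca2+, pH 7.2. Reagent: fluorescent myosin IIA peptide, 5 nM. Compound dosing: single-point compound testing. Timing: 5 min between mix addition and reading. Benchmarks: DMSO neutral and TFP positive wells.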
Cneo AK release – Cryptococcus neoformans cell lysis inducers, primary screen, AK release luminescence, single concentration | C. neoformans lysis, adenylate kinase release luminescence, 4 h; normalised: neutral wells 0, clomiphene wells 100 | lysis activity, % at 15 µM | 360,000 tested, 0.2% active | AID 651654, 2012;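 active = mean lysis activity across replicates of at least 80%, whatever share of replicates individually reach that level; inactive = mean lysis activity below 80%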
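Assay system: C. neoformans cells. Amount: yeast cell density of 5 × 10^6 cells/mL. Technique: AK luminescence. Buffer or medium: YPD. Times: static 4 h at 37 °C with compound, 1 h detection. Dosing: single-point compound dose. Read-out: lysis from increased AK signal.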
* = called active by the depositor; . = no result given; & = joins results of further samples.

smiles	ERAP1 inh	XiGFP reactiv	SIRT5 inh	LGR2 antag	Statin myotox sup	PGC1a acetyl inh	S100A4 MyoIIA	Cneo AK release
Cc1ncc(CN2CCC(CO)(CCc3ccccc3)CC2)s1	-0.5	-0.5	0.7	2.0	-4.6	1.9	-7.4	1.7
O=C(C[C@@H]1C[C@H]2c3cc(NC(=O)NC4CCCC4)ccc3O[C@H]2[C@@H](CO)O1)NCC1CC1	-0.4	0.1	1.7	14.4	5.4	4.0	-0.1	-8.7
CCCC(=O)NC(Nc1ccccc1OC)C(Cl)(Cl)Cl (stereo unspecified)	-1.7	.	1.2	-2.4	-1.3	-14.3	-2.8	2.6
CC(C)(C)NC(=S)NCc1cccnc1	.	.	.	6.6	-0.9	8.8	.	-4.0
CCC(=O)N(C)C[C@@H]1Oc2cc(C#CCN(C)C)ccc2S(=O)(=O)N([C@H](C)CO)C[C@H]1C	3.1	-0.5	-0.6	-7.3	-7.9	-3.3	-3.6	-2.7
CC1CCCc2sc3nc(NCc4ccco4)n4ncnc4c3c21 (stereo unspecified)	.	.	.	-3.3	14.7	-0.6	.	-2.6
O=C(c1ccccn1)N1C[C@H]2[C@@H](c3ccccc31)[C@@H](CO)N2C(=O)C1CCCCC1	-0.5	-0.1	10.1	8.1	-17.1	1.7	5.2	48.2
Cc1ccc(S(=O)(=O)N(C)C[C@@H]2OCc3cn(nn3)CCCC(=O)N([C@H](C)CO)C[C@H]2C)cc1	0.5&2.7	-0.1&0.0	-3.9&-4.1&-4.1	5.0&-22.7	5.0&-3.9&-12.3	-0.3&-0.9&6.7	-7.5&4.2&-5.7	0.2&-10.1&-0.8
COc1cccc(NC(=O)N[C@H]2CC[C@H](CC(=O)Nc3ccc(-c4ccccc4)cc3)O[C@@H]2CO)c1	1.0	-0.4	.	12.1	21.3	3.5	5.8	0.0
CCc1nnc(NC(=O)c2ccc3nc(CC)c(CC)nc3c2)s1	-0.1	0.3	-6.6	-5.7	.	.	-26.0	.
O=C(N/N=C/c1ccc[nH]1)c1cc2ccccc2cc1O	-0.2	0.0	4.8	-74.6	-7.2	.	2.1	-1.4
CCOc1ccc2nc(NC(=O)CN3CCOCC3)sc2c1	-0.7	0.0	-3.2	5.7	0.5	-13.4	-3.5	-4.2
Cc1cccc(Cn2c(SCCN3CCOCC3)nc3c2c(=O)n(C)c(=O)n3C)c1	19.7	0.0	-8.8	-5.1	8.5	.	-5.9	-0.2
CCOc1cccc2cc(C(=O)OCC(=O)Nc3c(C)cccc3CC)c(=O)oc12	-0.5	0.0	-5.0	-77.6	3.9	27.7	-1.2	-0.3
COC(=O)N/N=C\c1c(C)nn(-c2ccccc2)c1Cl	.	0.1	.	-18.7	-2.3	-0.2	.	-0.1
COCCNc1nc(N)c([N+](=O)[O-])c(NCC2CCCO2)n1 (stereo unspecified)	.	-0.1	.	10.7	3.9	.	.	3.4
COc1ccccc1NC(=O)C(C)OC(=O)C1COc2ccccc2O1 (stereo unspecified)	-3.0	0.1	-9.1	4.2	-10.0	-10.2	-4.9	-0.4
COc1ccc(N2C(=O)C3CCCN3C2=S)cc1 (stereo unspecified)	3.2	0.1	-4.9	-3.3	15.4	.	-2.0	0.4
O=C(O)c1ccccc1CSc1nc2ccccc2[nH]1	10.6	0.3	0.8	5.6	11.7	.	-1.8	-0.1
COc1ccc(-c2nc3ccc(Br)cn3c2Cc2ccccc2C(F)(F)F)cc1OC	-5.9	0.1	-1.1	-12.1	-4.6	-8.5	-2.7	-0.3
Cc1cc(C)c(C(=O)C(C)OC(=O)Cc2n[nH]c(=O)c3ccccc23)cc1C (stereo unspecified)	-3.8	0.2	15.4*	10.1	-11.6	2.2	-10.8	1.3
COc1ccc(S(=O)(=O)Nc2ccc3c(c2)C(=O)N([C@@H](C)CO)C[C@H](C)[C@@H](CN(C)C(=O)NC(C)C)OCCCC[C@H](C)O3)cc1	-7.4	-1.0	2.9	14.0	.	-5.1	29.7	-5.2
CCOC(=O)N1CCN(C(=S)NC(=O)c2c(-c3c(Cl)cccc3Cl)noc2C)CC1	0.9	0.0	-1.3	-22.7	.	.	34.3	.
CC(=O)c1ccc(OCC(=O)NCC(c2ccco2)N2CCCCC2)cc1 (stereo unspecified)	-2.7	-0.1	0.7	18.5	.	.	-3.7	.
COc1cccc(S(=O)(=O)Nc2ccc3c(c2)OC[C@@H](C)N(C(=O)Cc2cccnc2)C[C@H](C)[C@H](OC)CN(C)C3=O)c1	.	0.7	.	13.4	5.7	3.5	.	-1.1
CCOc1cccc(SCc2noc(C(=O)NCCOC)c2C(=O)O)c1	.	0.0	.	-2.3	-18.6	-0.9	-4.0	1.3
Cc1ccc(Cn2nnc3c(=O)[nH]c(C4CCN(S(=O)(=O)c5ccccc5)CC4)nc32)cc1	-0.9	.	-3.8	-13.2	.	-1.3	-7.6	.
COc1ccccc1N1CCN(C2CCCN(Cc3cccc(O)c3)C2)CC1 (stereo unspecified)	1.3	0.0	-6.7	3.8	-4.4	.	10.8	2.8
O=C(C[C@@H]1C[C@H]2c3cc(NC(=O)C4CCOCC4)ccc3O[C@H]2[C@@H](CO)O1)NCCc1ccccc1	-0.1	0.3	1.4	1.3	1.2	13.8	-4.3	-2.0
CC1(C)C(=O)Nc2ccccc2N1C(=O)COC(=O)c1ccc([N+](=O)[O-])o1	2.7	0.1	-1.0	3.5	0.4	-5.0	-1.0	-0.9

Overlap with the part before: 4 entries, then new ones.
smiles	ERAP1 inh	XiGFP reactiv	SIRT5 inh	LGR2 antag	Statin myotox sup	PGC1a acetyl inh	S100A4 MyoIIA	Cneo AK release
Cc1ccc(Cn2nnc3c(=O)[nH]c(C4CCN(S(=O)(=O)c5ccccc5)CC4)nc32)cc1	-0.9	.	-3.8	-13.2	.	-1.3	-7.6	.
COc1ccccc1N1CCN(C2CCCN(Cc3cccc(O)c3)C2)CC1 (stereo unspecified)	1.3	0.0	-6.7	3.8	-4.4	.	10.8	2.8
O=C(C[C@@H]1C[C@H]2c3cc(NC(=O)C4CCOCC4)ccc3O[C@H]2[C@@H](CO)O1)NCCc1ccccc1	-0.1	0.3	1.4	1.3	1.2	13.8	-4.3	-2.0
CC1(C)C(=O)Nc2ccccc2N1C(=O)COC(=O)c1ccc([N+](=O)[O-])o1	2.7	0.1	-1.0	3.5	0.4	-5.0	-1.0	-0.9
CC(C)NC(=O)CCn1c(=S)oc2ccccc21	-2.7	0.1	-1.1	10.5	.	.	2.8	.
CC(C)OCCCNC(=O)c1cn(C)c2ccc(S(=O)(=O)N(C)C3CCCCC3)cc2c1=O	-2.1	0.0	-3.8	-1.3	-0.5	-1.6	-0.2	-0.4
Cc1[nH]n(-c2ccccc2)c(=O)c1N=Nc1ccc2c(c1)OCO2	0.2	0.0	-1.0	1.8	-2.4	1.3	-0.6	.
COC(=O)/C=C/C(=O)Nc1cccc(C(F)(F)F)c1	2.7	0.1	-4.5	0.6	.	-18.6	-4.1	0.2
O=C(COc1cccc2ccccc12)NNC(=O)C1CCCO1 (stereo unspecified)	.	.	.	2.7	1.3	6.9	.	2.2
CCN1C(=O)[C@H]2[C@H]3CN=C(SC)N3[C@@](Cc3ccccc3)(C(=O)OC)[C@H]2C1=O	-2.7	0.4	-5.8	-8.9	3.9	0.8	27.4	-3.5
COc1ccc(OC)c(C2CC(=O)Nc3c2c(=O)[nH]c2ncnn32)c1 (stereo unspecified)	-3.2	0.0	1.4	-9.4	.	3.9	8.0	.
O=C(N/N=C/c1ccccc1OC(F)F)NC1CCCCC1	2.8	0.4	0.4	-14.2	17.1	-8.5	5.8	34.2
Cc1ccccc1OCC(=O)NCCNC(=O)c1cccnc1	-5.7	0.0	-1.3	-7.3	2.3	18.5	-5.9	-0.3
COc1ccc(CC(=O)Nc2c(C(=O)N3CCN(c4ccccc4)CC3)oc3ccccc23)cc1OC	0.3	0.0	-1.3	3.3	6.7	-8.9	5.1	5.6
COc1ccc(C(O)P(=O)(OCCC(C)C)c2ccc(N(C)C)cc2)cc1OC (stereo unspecified)	7.1	0.0	-2.6	-1.8	.	.	2.5	.
Cn1c(CC(=O)Nc2ccccc2)nnc1SCC(=O)NC1=NCCS1	4.5	0.1	-2.4	-4.4	15.0	.	3.5	-0.8
COc1cc2c(cc1OC)C(CNC(=O)C=Cc1ccccc1)C2 (stereo unspecified)	3.1	0.0	-3.1	-55.8	.	.	-1.8	2.6
C[C@H]1CN([C@@H](C)CO)C(=O)c2cccc(NC(=O)C3CC3)c2O[C@@H]1CN(C)C(=O)Nc1ccccc1	1.1	0.3	-0.1	12.5	21.8	.	3.1	-33.2
C[C@H](CO)N1C[C@H](C)[C@H](CN(C)Cc2ccncc2)Oc2ccc(N(C)C)cc2CC1=O	-2.8	-1.2	3.7	-22.3	19.1	-12.3	-1.9	-3.0
CCOC(=O)c1c(C)[nH]c(C(=O)N/N=C/c2cc([N+](=O)[O-])ccc2O)c1C	3.2	0.1	-0.2	2.8	-7.0	.	-3.0	0.1
N#Cc1ccc(OCc2cccc(S(=O)(=O)N3CCOCC3)c2)cc1	-1.6	0.3	-6.4	0.6	9.0	-4.4	-6.2	-1.9
Cc1cccc(N2CCN(C(=O)c3c(-c4ccccc4)noc3C)CC2)c1C	1.5	-0.1	-5.6	1.6	-50.2	-3.8	-10.4	-3.0
O=C1N(Cc2ccccc2)c2ccccc2OC1(F)F	0.7	-0.1	.	0.6	-5.2	-6.4	3.4	-1.2
COc1ccc(C)cc1NC(=O)/C=C/c1ccc(OC)c(S(=O)(=O)N2CCOCC2)c1	2.0	0.1	-0.1	-7.1	-2.6	-9.6	-0.2	-2.2
CCC(CO)Oc1cc(NC(=O)c2ccc(N)cc2)c2ncn(C(C)C)c2c1 (stereo unspecified)	5.8	0.0	-1.0	-3.4	3.0	7.5	5.2	11.8
CC(=O)c1ccccc1OC(=O)CCN1C(=O)c2ccccc2C1=O	6.9	0.1	-1.4	-0.4	.	.	0.9	.
CCCC(=O)Nc1ccc2c(c1)C(=O)N(C)C[C@H](OC)[C@H](C)CN[C@H](C)CO2	0.9	0.4	-5.2	6.9	3.4	.	-1.1	3.5
Cc1n[nH]c(C)c1CCCCOc1ccc([N+](=O)[O-])cc1	-0.2	0.0	-0.1	.	27.9	-10.8	1.2	-0.5

High-throughput results as filed in PubChem.

Some of the compounds tested. The share of hits here may be higher or lower than overall.
